RPL19A TOR yeast = yeast TOR pathway RPL19A-GFP modulation. S. cerevisiae RPL19A-GFP strain, flow cytometry, 3 h; active compounds read low. percent response vs DMSO, % at 10 µM. 0.3% of 330,000 active. AID 2025;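 active means percent response vs DMSO below 50%; inconclusive means fewer than 70 events counted for the yeast strain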;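 further: median channel GFP fluorescence of the barcoded RPL19A-GFP strain; ratio of sample median GFP to plate DMSO average so 100% = DMSO; lower means less RPL19A-GFP as with rapamycin TOR inhibition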
JMJD2C inh = human JMJD2C demethylase inhibition; Q9H3R0; GST-JMJD2C(1-420) H3K9me3 demethylation, DELFIA europium; inhibition, % at 2.35 µM; 0.069% of 330,000 active; AID 2099;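 active means more than half of a compound's replicate wells show inhibition beyond 50%, single wells judged on their own value; inconclusive means some, but no more than half, of replicates pass 50% inhibition; inactive means no replicate passes 50% inhibition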;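 further: signal counts dimethyl H3K9 product captured on neutravidin plate; 0% = median of DMSO wells and 100% = 0.3 times that DMSO median; strong numbers were not always called active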
Target sequence (Q9H3R0 1-420 limits assumed): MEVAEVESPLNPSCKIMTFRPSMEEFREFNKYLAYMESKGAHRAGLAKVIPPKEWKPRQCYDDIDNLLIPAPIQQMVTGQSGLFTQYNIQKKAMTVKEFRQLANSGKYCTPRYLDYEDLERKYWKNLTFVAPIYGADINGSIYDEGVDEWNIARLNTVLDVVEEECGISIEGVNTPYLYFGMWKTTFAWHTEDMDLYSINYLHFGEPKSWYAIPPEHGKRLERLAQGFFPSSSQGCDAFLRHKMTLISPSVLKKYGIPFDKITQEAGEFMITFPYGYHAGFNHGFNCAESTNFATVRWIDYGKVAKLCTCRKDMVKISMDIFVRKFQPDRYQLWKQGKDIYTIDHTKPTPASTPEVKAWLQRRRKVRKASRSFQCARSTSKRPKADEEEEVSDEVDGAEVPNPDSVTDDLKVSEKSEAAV
LAP4 TOR yeast = alters LAP4-GFP fluorescence in TOR pathway yeast screen | S. cerevisiae LAP4-GFP multiplex, flow cytometry GFP, 3 h; median GFP as percent of DMSO wells | GFP response vs DMSO, % at 10 µM | 0.34% of 320,000 active | AID 2023;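 active means GFP response vs DMSO above a set limit, about the screen mean plus 3 SD, cut at about 150% in these data; inconclusive means under 70 cell events counted for the yeast strain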
VLA-4 inh = inhibition in a human VLA-4 binding assay. P13612. VLA-4 expressing cells, ligand binding flow cytometry. inhibition, % (about 7 µM as worked out from the volumes in the protocol). 0.2% of 330,000 active. AID 2557; in the data active means inhibition above about 50%
AGP1 TOR yeast = yeast TOR pathway AGP1-GFP modulation; S. cerevisiae AGP1-GFP multiplex flow cytometry, 3 h; GFP as percent of DMSO wells; GFP response vs DMSO, % at 10 µM; 0.02% of 320,000 active; AID 2066;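 active means GFP response relative to DMSO above a set limit, near screen average plus 3 SD, cut at about 150% in these data; inconclusive means fewer than 70 cells counted for the yeast strain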;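 further: median GFP channel fluorescence of the gated AGP1 strain per well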
MEP2 TOR yeast = yeast TOR pathway MEP2-GFP modulation; S. cerevisiae MEP2-GFP strain, flow cytometry GFP, 3 h; 100% = DMSO control level; GFP response vs DMSO, % at 10 µM; 0.51% of 330,000 active;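 active means GFP response versus DMSO above a set limit, roughly screen mean plus 3 SD, cut at about 180% in these data; inconclusive means fewer than 70 cells counted for a yeast strain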;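 further: median GFP fluorescence of the barcode-gated MEP2-GFP cells per well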
CIT2 TOR yeast = yeast TOR pathway CIT2-GFP modulation; AID 2029; 0.065% of 320,000 active; GFP response vs DMSO, % at 10 µM; S. cerevisiae CIT2-GFP strain, flow cytometry, 3 h; 100 means same as DMSO wells;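 active means GFP response relative to DMSO above a set limit, near the screen mean plus 3 SD, cut at about 150% in these data; inconclusive means Fewer than 70 cells measured for a yeast strain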;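 further: ratio of well median GFP fluorescence to mean of DMSO wells on the plate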
GRK2 inh = human GRK2 inhibition via aptamer displacement | P25098 | bead flow cytometry, FAM-aptamer displacement from GRK2 | inhibition of aptamer binding, % at 10 µM | 0.59% of 330,000 active | AID 488847;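 active means inhibition of aptamer binding above 40%, roughly 3 SD of noise, on plates passing a quality check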;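 further: median bead fluorescence of bound FAM aptamer so fluorescent compounds give negative values; no value below 0 was filed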
Active calls of the source: *; ? = inconclusive; / = no result given; & = joins results of further samples; ! = repeats disagree; [ ] = dose if it differs, or a comment.

item	SMILES	LAP4 TOR yeast	AGP1 TOR yeast	VLA-4 inh	MEP2 TOR yeast	JMJD2C inh	GRK2 inh	CIT2 TOR yeast	RPL19A TOR yeast
1	CCN(CCCCOC(=O)c1ccc(OC)c(OC)c1)C(C)Cc1ccc(OC)cc1 (stereo not drawn)	126	86	13	95	-16	0	80	100
2	CC[C@]12CCCN3CCc4c(n(c5ccccc45)[C@](O)(C(=O)OC)C1)[C@@H]32	113	91	11	95	/	0	83	95
3	COc1ccc(-c2oc3c(CC=C(C)C)c(O[C@@H]4O[C@H](CO)[C@@H](O)[C@H](O)[C@H]4O)cc(O)c3c(=O)c2O[C@@H]2O[C@@H](C)[C@H](O)[C@@H](O)[C@H]2O)cc1	108	102	5	97	-5	28	105	104
4	C[C@H](CCC(=O)O)[C@H]1CC[C@H]2[C@@H]3[C@H](O)C[C@@H]4C[C@H](O)CC[C@]4(C)[C@H]3CC[C@]12C	125	80	-6	87	/	2	69	88
5	CC1(C)O[C@@H]2C[C@H]3[C@@H]4C[C@H](F)C5=CC(=O)C=C[C@]5(C)[C@@]4(F)[C@@H](O)C[C@]3(C)[C@]2(C(=O)CO)O1	98	96	6	100	3	0	89	102
6	O=C(O)Cc1cn(-c2ccccc2)nc1-c1ccc(Cl)cc1	102	91	-14	98	-2	0	99	101
7	C[C@H](O)CC(=O)O	97&120	97&88	19&-22	96&95	/	2&8	90&94	105&97
8	CCCC(=O)O[C@]1(C(=O)CCl)[C@@H](C)C[C@H]2[C@@H]3CCC4=CC(=O)C=C[C@]4(C)[C@@]3(F)C(=O)C[C@@]21C	120	82	-9	89	-4	0	82	94
9	CCCC1(c2ccccc2)NC(=O)N(CC(=O)N(C)Cc2c(F)cccc2Cl)C1=O (stereo not drawn)	95	102	41	102	-9	0	100	105
10	COC(=O)N/N=C/c1c[n+]([O-])c2ccccc2[n+]1[O-]	105	83	53*	92	?	2	80	99
11	CCCC(=O)O[C@]1(C(=O)COC(C)=O)CC[C@H]2[C@@H]3C[C@H](F)C4=CC(=O)C=C[C@]4(C)[C@@]3(F)[C@@H](O)C[C@@]21C	111	93	8	97	-17	2	91	93
12	Cn1ccc2cc3c(cc21)CCN3C(=O)Nc1cccnc1	100	99	20	103	/	57*	91	102
13	COc1cc(N)c(Cl)cc1C(=O)N[C@H]1CCN(CCCOc2ccc(F)cc2)C[C@H]1OC	104	83	21	108	/	3	77	96
14	CN(C)CC/C=C1/c2ccccc2COc2ccc(CC(=O)O)cc21	112	100	14	98	-14	2	97	102
15	COc1ccc(C(=O)c2ccccc2)c(O)c1	104	93	25	98	-8&-2	0	/	101
16	Nc1ncnc2c1c(-c1ccc(Oc3ccccc3)cc1)cn2C1CCCC1	117	81	13	95	/	0	66	89
17	CCCOc1ccc(C(=O)OCCN(CC)CC)cc1N	105	87	7	95	-6	0	83	99
18	CCCCOc1cc(C(=O)OCCN(CC)CC)ccc1N	116&127	93&91	7&9	99&99	-10	1&3	88&94	97&102
19	CN(C)C/C=C(\c1ccc(Br)cc1)c1cccnc1	102	81	0	95	/	0	76	98
20	Nc1c2ccccc2nc2ccccc12	68[may fluoresce violet]	?	-5&9	206*![may fluoresce violet]	-2&-34	3&17	?	37*[may fluoresce violet]
21	CCN(CC)CC1CCCCN1CC(=O)N1c2ccccc2C(=O)Nc2cccnc21 (stereo not drawn)	115	105	1	102	2	1	115	111
22	CC1O[C@@H](OCC2O[C@@H](Oc3cc(O)c4c(c3)OC(c3ccc(O)cc3)CC4=O)[C@H](O)[C@@H](O)[C@@H]2O)[C@H](O)[C@H](O)[C@H]1O (stereo partly drawn)	103	100	-10	102	3	1	107	99
23	Cc1c(C)n(Cc2ccccc2)c2ccc(C(=O)OCCN(C)C)cc12	99	97	11	101	-4	0	90	97
24	O=C(O)c1cc(=O)c2ccccc2o1	102	106	1	102	-1	0	105	104
25	CCCCN(CCCC)CCCOC(=O)c1ccc(N)cc1	183*	91	12	93	-12	2	87	80
26	CN(C)CCCSc1ccccc1NC(=O)/C=C/c1ccccc1	104	100	46	102	-19	0	98	97
27	CC(=O)OCC(=O)[C@@]1(O)CC[C@H]2[C@@H]3CCC4=CC(=O)C=C[C@]4(C)[C@@]3(F)[C@@H](O)C[C@@]21C	107	89	-13	100	/	0	83	104
28	CC(Cc1cccc(C(F)(F)F)c1)NCCOC(=O)c1ccccc1 (stereo not drawn)	105&102	90&86	6&21	105&93	8	0&0	81&83	99&95
29	O=C(NC1CCN(CCc2c[nH]c3ccccc23)CC1)c1ccccc1	98	100	-6	106	16	1	110	104
30	COc1cc(C2Oc3cc(C4Oc5cc(O)cc(O)c5C(=O)C4O)ccc3OC2CO)ccc1O (stereo not drawn)	107	94	3	97	-5	2	93	101
31	CCC(C(=O)Nc1ccccc1N1CCCC1)c1ccccc1 (stereo not drawn)	97	98	10	105	-9	0	101	102
32	C=C[C@H]1CN2CCC1C[C@H]2[C@H](O)c1ccnc2ccc(OC)cc12 (stereo partly drawn)	106	93	-3	100	5	0	94	100
33	O=C(c1ccccn1)N(Cc1cccs1)C1(C(=O)NC2CCCCC2)CCCCC1	101	110	-12	92	13	1	99	92
34	CN(C)c1ccc2nc3ccc(=[N+](C)C)cc-3sc2c1	86	91	-14	97	-4	57*	99	98
35	CC(=O)Oc1ccc2c(C)cc(=O)oc2c1	96	98	-4	100	-8	0	97	94
36	CN[C@@H]1[C@H](O)[C@H](NC)[C@H]2O[C@@]3(O)C(=O)C[C@@H](C)O[C@H]3O[C@@H]2[C@H]1O	109	96	4	108	33	0	97	102
37	O=C1c2c(O)ccc(O)c2C(=O)c2c(NCCNCCO)ccc(NCCNCCO)c21	104	78	0	91	/	99*	71	98
38	C/C(=N\NC(=S)NCc1ccccc1)C1CCCCC1	107	97	8	93	16	1	94	94
39	CC(C)(C)NCC(O)COc1cccc2c1C[C@H](O)[C@H](O)C2 (stereo partly drawn)	113	88	45	99	9	0	86	92
40	CCCCCCCCCCCCCCCC(O)C(N)CO (stereo not drawn)	107	92	44	90	-33	0	93	98
41	Cc1scc2c1N(C(=O)CN1CCN(C)CC1)c1ccccc1NC2=O	101	90	12	94	1	0	96	99
42	C=C[C@H]1CN2CC[C@H]1C[C@H]2[C@H](O)c1ccnc2ccc(OC)cc12	97&91	78&91	16&9	90&96	7&12	0&0	78&89	90&99
43	Cc1nc2c3ccccc3nc(NNC(=O)CCC(=O)N3CCN(c4ccccc4F)CC3)n2n1	95	99	9	102	10	2	104	103
44	CCc1ccccc1OC[C@@H](O)CN[C@H]1CCCc2ccccc21	108	93	19	95	/	0	88	94
45	O=C(Nc1cc(-c2ccccc2)nn1-c1ccccc1F)c1ccc([N+](=O)[O-])cc1	134	78	17	93	2	2	67	95
46	C[C@@H]1C[C@H]2[C@@H]3CCC4=CC(=O)C=C[C@]4(C)[C@@]3(Cl)[C@@H](O)C[C@]2(C)[C@@]1(OC(=O)c1ccco1)C(=O)CCl	112	96	7	96	8	0	112	97
47	N=c1nc(N2CCCCC2)cc(N)n1O	128&102	94&84	35&-8	99&90	0&13	0&0	88&79	98&97
48	CC(C)(C)NCC(O)COc1cccc2c1CC(O)C(O)C2 (stereo not drawn)	120	79	30	97	/	0	78	99
49	CC(C)NNC(=O)c1ccncc1	105	96	-1	94	2	0	98	102
50	Cc1cc(=O)oc2cc(O)ccc12	103	98	4	107	0	0	96	98
51	CN(C)S(=O)(=O)n1cc(/C=C(\NC(=O)c2ccccc2)C(=O)NCCCn2ccnc2)c2ccccc21	91	98	0	96	-3	0	100	98
52	CCc1cccc(CC)c1NC(=O)CN(CC(=O)O)CC(=O)O	95	81	46	99	/	1	81	90

Some of the compounds tested; the hit share may differ from the screen's.
